# proKLK7 act: proKLK7 zymogen activators, primary screen, biochemical, fluorescence intensity; Kallikrein-7 (Homo sapiens), P49862; purified proKLK7, EDANS-DABCYL substrate fluorescence; 100% is mature enzyme control, 0% vehicle; activation, % at 7 µM; hit rate 0.9% among 370,000; AID 652039, 2013;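 active = activation above the mean of all tested compounds plus 3 SD, computed per campaign excluding outliers beyond control limits, cut at about 13% in these data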
# DDE Tn7 FP inh: inhibitors of Tn7 peptide binding to fibrin DD(E), primary screen, biochemical, fluorescence polarization, human fibrin, Tn7 probe; hit rate 0.13% among 370,000; inhibition, % at 8.3 µM; FP displacement of FITC-Tn7 peptide from fibrin DD(E); 0% = median of compound wells per plate; Fibrinogen beta chain (Homo sapiens), P02675;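 active = inhibition above the mean of compounds falling within the control limits plus 3 SD of them, cut at about 14% in these data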;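 note: 0% = plate median of compound wells and 100% = 10 µM Aha-Tn7 peptide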
#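 Also added: labelled Tn7 tracer, 0.1 µM; Assay system: human fibrin DD(E) protein; Amount: 2 µM fibrin DD(E); Schedule: 10 min compound pre-incubation, 3 h probe incubation at room temperature; Repeats: one replicate per compound; Read-out basis: percent inhibition; Measured by: fluorescence polarization of the labelled Tn7 tracer.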
# PLCg1 inh: PLC-gamma1 enzyme inhibitors, primary screen, biochemical, fluorescence, purified enzyme; 1-phosphatidylinositol 4,5-bisphosphate phosphodiesterase gamma-1 (Homo sapiens), P19174; fluorogenic substrate; inhibition, % at 12.2 µM; hit rate 0.84% among 370,000; AID 720700, 2013; in the data active = inhibition above about 9.5%
# PLCb3 inh: human PLC-beta3 inhibitors, primary screen, biochemical, fluorescence; 1-phosphatidylinositol 4,5-bisphosphate phosphodiesterase beta-3 (Homo sapiens), Q01970; Purified PLC-beta3, fluorogenic substrate; inhibition, % at 12.2 µM; hit rate 0.18% among 370,000; AID 720704, 2013; in the data active = inhibition above about 11%;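 note: 0% = median of compound wells on plate and 100% = full blocker control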
# ADAM17 inh: ADAM17 inhibitors, primary screen, biochemical, QFRET | Disintegrin and metalloproteinase domain-containing protein 17 (Homo sapiens), P78536 | hit rate 0.83% among 370,000 | recombinant ADAM17, EDANS/DABCYL FRET peptide cleavage | inhibition, % at 6.95 µM;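 active = inhibition above the mean of compounds lying between control limits plus 3 SD, set per campaign, cut at about 8.5% in these data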;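 note: 0% = DMSO-only wells as the low control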
# UHRF1 binding: UHRF1 methylated DNA binding inhibitors, primary screen, counter-screen for MBD2 inhibitor project, biochemical, TR-FRET, human UHRF1, single concentration. UHRF1 binding to methylated oligo. inhibition, % at 4.4 µM. hit rate 0.75% among 370,000. AID 687016, 2013; in the data active = inhibition above about 21%;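 note: UHRF1 SRA domain binding a hemimethylated CpG hairpin DNA probe; 0% = median of test compound wells and 100% = reference inhibitor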
# Target sequence (Q96T88 whole entry, looked up, the tested form may be a part): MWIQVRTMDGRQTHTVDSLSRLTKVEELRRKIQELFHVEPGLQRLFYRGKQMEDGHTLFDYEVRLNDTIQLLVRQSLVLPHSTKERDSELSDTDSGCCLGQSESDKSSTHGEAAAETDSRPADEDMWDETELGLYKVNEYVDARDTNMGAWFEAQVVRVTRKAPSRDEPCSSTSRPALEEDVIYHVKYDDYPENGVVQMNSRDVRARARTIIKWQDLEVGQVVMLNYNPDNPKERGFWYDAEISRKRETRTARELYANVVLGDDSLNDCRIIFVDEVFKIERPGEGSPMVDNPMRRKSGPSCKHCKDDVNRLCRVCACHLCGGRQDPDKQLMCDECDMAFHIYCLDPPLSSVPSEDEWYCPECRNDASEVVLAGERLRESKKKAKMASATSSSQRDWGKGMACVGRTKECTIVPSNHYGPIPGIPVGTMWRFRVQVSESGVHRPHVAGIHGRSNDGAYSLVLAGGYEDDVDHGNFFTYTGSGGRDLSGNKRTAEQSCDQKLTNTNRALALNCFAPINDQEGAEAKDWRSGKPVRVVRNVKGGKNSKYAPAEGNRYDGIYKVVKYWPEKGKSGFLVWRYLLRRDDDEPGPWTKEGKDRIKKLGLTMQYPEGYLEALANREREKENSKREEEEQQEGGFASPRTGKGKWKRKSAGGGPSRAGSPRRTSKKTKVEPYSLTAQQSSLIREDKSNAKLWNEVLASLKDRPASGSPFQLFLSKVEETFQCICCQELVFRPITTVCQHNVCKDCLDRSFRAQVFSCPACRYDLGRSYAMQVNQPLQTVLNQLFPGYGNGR
# DDE Tn6 FP inh: inhibitors of Tn6 peptide binding to fibrin DD(E), primary screen, biochemical, fluorescence polarization, human fibrin, Tn6 probe; Fibrinogen beta chain (Homo sapiens), P02675; Fibrin DD(E) TRITC-Tn6 fluorescence polarization displacement; inhibition, % at 8.3 µM; hit rate 0.21% among 370,000; AID 720509, 2013;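 active = inhibition above a per-campaign cutoff: mean of compounds within control limits plus 3 SD, cut at about 15% in these data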;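 note: 0% = median of all compound wells on the plate and 100% = blocking peptide control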
# ARFGAP1 inh: inhibitors of rat ARFGAP1 GAP activity, primary screen, biochemical, fluorescence polarization, GDP tracer; AID 651572, 2012; hit rate 0.26% among 360,000; Arfgap1-stimulated ARF1 GTP hydrolysis, GDP FP detection; inhibition, % at 16.5 µM;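 active = inhibition above a per-plate limit, mean inhibition of low control wells plus 3 SD, cut at about 25% in these data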;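 note: 0% = DMSO wells with enzyme and 100% = wells lacking Arfgap1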
# Target sequence (Q62848 1-136 limits assumed): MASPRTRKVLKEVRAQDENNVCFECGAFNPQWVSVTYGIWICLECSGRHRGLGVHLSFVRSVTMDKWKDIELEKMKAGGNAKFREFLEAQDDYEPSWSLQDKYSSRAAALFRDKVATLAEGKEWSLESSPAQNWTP
#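 Material – truncated rat Arfgap1 GAP domain · Buffer or medium – HEPES-based buffer, pH 7.5 · Reagent – human ARF1(Δ1-17)-GTP substrate · Dosing – 16.5 µM single point, 1.26% DMSO · Schedule – GTP hydrolysis reaction 2 h at 25 °C · Technique – GDP detection by fluorescence polarization · Benchmarks – No-Arfgap1 wells (100%) versus DMSO full-reaction wells (0%) · Repeats – single replicate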
# ASAP1 inh: inhibitors of human ASAP1 ArfGAP activity, primary screen, biochemical, fluorescence polarization | Arf-GAP with SH3 domain, ANK repeat and PH domain-containing protein 1 (Homo sapiens), … | ASAP1-stimulated ARF1 GTP hydrolysis, GDP FP detection | inhibition, % at 16.5 µM | hit rate 0.19% among 360,000 | AID 624377, 2012; in the data active = inhibition above about 25%;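 note: 0% = vehicle with enzyme and substrate and 100% = no enzyme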
# MBD2 inh: inhibitors of MBD2 binding to methylated DNA, primary screen, biochemical, TR-FRET, DNA-binding domain, human; Methyl-CpG-binding domain protein 2 (Homo sapiens), Q9UBB5; MBD2 binding to methylated oligonucleotide; inhibition, % at 4.4 µM; hit rate 0.31% among 370,000; AID 686964, 2013; in the data active = inhibition above about 13%
# * = called active by the depositor; . = not tested or not shown. Compounds as they come; 4.1% or so of the library scored in one or more.
SMILES,proKLK7 act,DDE Tn7 FP inh,PLCg1 inh,PLCb3 inh,ADAM17 inh,UHRF1 binding,DDE Tn6 FP inh,ARFGAP1 inh,ASAP1 inh,MBD2 inh
CC1C(=O)N2CCCc3cc(S(=O)(=O)Nc4ccccc4F)cc1c32 (stereo unspecified),-0.4,0,-5,-5,-1,-2,-3,2,5,-1
COc1ccc(CNc2nc(C)cc(C)c2C#N)cc1,1.2,10,-19,-32,-47,1,-7,-1,10,5
COc1ccc(-c2nnc(SCc3ccccc3F)o2)cc1,-0.1,0,-2,-2,0,-2,-4,2,1,-2
c1coc(-c2nc3nc4ccccc4n3nc2-c2ccco2)c1,0.1,1,-3,-6,-4,-16,1,0,-4,-7
O=C(NCCO)c1ccc(Oc2ccc(C(F)(F)F)cc2[N+](=O)[O-])cc1,-0.4,-4,-5,2,-1,0,-1,-4,-15,-3
CCOc1cc(C2C(C(=O)OC)=C(C)N=C3SCCC(=O)N32)ccc1OC(C)=O (stereo unspecified),0.5,-1,1,1,5,4,0,-3,8,4
O=S(=O)(c1ccc2c(c1)C(O)c1ccccc1CC2)C(F)(F)F (stereo unspecified),0.5,1,3,-1,0,2,-1,5,3,2
N#Cc1cccc(S(=O)(=O)N2CCN(c3ccnc4cc(Cl)ccc34)CC2)c1,1.2,-3,-8,-10,-2,-1,-7,-3,4,2
O=C(CCCN1C(=O)/C(=C/c2ccccc2Cl)SC1=S)NNC(=O)c1ccc(Cl)cc1Cl,-0.1,3,1,-4,2,6,-1,0,-7,0
COc1ccccc1/C=N\N=C(\N)c1ccccn1,-0.4,4,0,-1,0,0,6,0,1,-2
C/C(=N\NC(=O)CN(c1ccccc1)S(=O)(=O)c1ccccc1[N+](=O)[O-])C(C)(C)C,-0.5,1,3,4,5,-2,0,4,1,-2
CCc1c(C)nc2ncnn2c1N1CCC(C(=O)NCc2cccs2)CC1,-1.4,0,-1,-9,-7,-1,2,15,1,-3
Cc1nonc1-c1ccc2c(c1)OCO2,0.4,-2,-4,2,-1,0,4,-14,-6,-4
CC1(C)CC(=O)C2=C(C1)Nc1ccccc1NC2,-64,1,-310,-367,-34,-2,0,11,7,1
O=C(CNC(=O)c1ccc(N2C(=O)c3ccccc3C2=O)cc1)OCC(=O)c1ccc(Cl)cc1,0.0,0,1,-1,0,8,-3,7,14,-1
CCOc1ccccc1N=Nc1c(C)[nH]n(C(N)=S)c1=O,-1.2,4,1,-10,-5,-6,-5,12,2,-1
CCN(CC(=O)NC(c1ccccc1)c1ccccc1)Cc1nc2ccccc2c(=O)[nH]1,0.0,1,-1,1,-1,2,8,8,4,-1
O=c1c2ccccc2c2ccccc2c(=O)n1Cc1ccco1,-0.1,4,-1,0,1,-1,7,1,2,-8
COc1nc(NCCc2ccc(OC)c(OC)c2)nc(OC)n1,-0.6,9,0,1,-6,3,-8,8,-10,1
CC1(C)C(=O)Nc2ccccc2N1C(=O)CSc1nc(-c2ccccc2)cs1,0.3,-7,1,-1,2,0,2,7,7,0
CC(=O)c1sc(NC(=O)c2oc3ccc(F)cc3c2C)nc1C,0.1,-4,-8,-19,0,-2,8,4,12,-3
Cc1cc(NC(=O)c2cc(-c3ccc(O)cc3)on2)no1,-0.2,1,-4,-1,-6,0,2,-6,-3,-5
CN(C)S(=O)(=O)c1ccc(C(=O)Nc2ccc(F)cc2F)cc1,0.1,5,1,1,-2,1,9,-9,-2,1
O=C(c1ccc2c(c1)OCCO2)N1CCN(c2ccc(C(F)(F)F)cn2)CC1,-0.1,-8,-2,-7,-5,-1,0,5,9,-4
Cn1c(=O)c([N+](=O)[O-])c(NCCCn2ccnc2)c2ccccc21,0.2,11,2,-3,-1,-1,3,0,-24,1
# New compounds follow.
SMILES,proKLK7 act,DDE Tn7 FP inh,PLCg1 inh,PLCb3 inh,ADAM17 inh,UHRF1 binding,DDE Tn6 FP inh,ARFGAP1 inh,ASAP1 inh,MBD2 inh
O=C(c1ccc(F)cc1F)N1CCCN(c2nc(-c3ccccc3)ns2)CC1,0.0,-5,1,-6,-3,1,2,4,-3,0
COc1cccc(NC(=O)C2CCCN2C(=O)NCc2ccccc2)c1 (stereo unspecified),-0.4,8,-1,-2,-3,3,-3,.,.,1
CC1=C(C(=O)Nc2cccc([N+](=O)[O-])c2)C2(CCC(C)CC2)OC1=O (stereo unspecified),-0.8,-4,5,3,3,-2,0,-3,8,-7
Cc1cccc(N=Nc2c(C)nn(-c3ccccc3)c2N)c1C,0.1,-4,6,7,6,4,1,13,15,7
CCOc1ccccc1C(=O)NCC(=O)NC(C)c1ccc(-n2ccnc2)cc1 (stereo unspecified),0.5,-2,-1,2,-2,0,1,-4,9,-2
N/C(Cc1ccc([N+](=O)[O-])cc1)=N\OC(=O)CC1CCCCC1,-0.4,3,1,-4,-3,1,2,13,9,1
COc1ccc(S(=O)(=O)N2CCCC2C(=O)NCc2ccccc2Cl)cc1 (stereo unspecified),-0.2,0,4,-4,-2,-2,-1,-18,1,3
Cc1cc(OCc2nc(-c3ccncc3)no2)cc(C)c1Cl,0.1,-1,1,3,1,0,0,6,0,-1
CCC(=O)c1ccc(O)cc1,1.0,6,0,2,-4,-1,3,-5,-10,-7
NC(=O)C1CCN(C(=O)COc2ccc(S(=O)(=O)NC3CCCC3)cc2)CC1,-0.2,0,-4,-4,0,-1,-10,-3,15,-1
COc1ccc(NC(=O)CSc2nc3c(c(=O)n(C)c(=O)n3C)n2C)c(OC)c1,0.4,-3,2,3,-1,0,-3,-7,2,1
Brc1ccc(-c2csc(/N=C/N3CCCC3)n2)cc1,0.5,5,1,-3,3,-2,9,-5,-11,-1
Cc1cc(F)c(F)c(C(=O)N2CCN(C)CC2)c1Cl,0.3,5,-1,1,-6,2,8,-8,-12,-2
O=C(NC(NC(=S)Nc1ccc(Cl)cc1)C(Cl)(Cl)Cl)c1ccco1 (stereo unspecified),-0.1,0,1,1,3,-1,-4,4,6,-3
Cc1oc(-c2cc(F)cc(F)c2)nc1CN1CCSCC1,-0.5,1,-3,-9,-1,-1,-1,-8,-3,3
C=CCNC(=S)Nc1cccc2[nH]ncc12,0.0,-2,0,-4,-1,-7,1,17,8,-2
CC(C)CC(COCc1ccc(Cl)cc1)N1CCN(C(=O)c2ccc(Cl)cc2Cl)CCC1=O (stereo unspecified),1.1,-11,3,3,4,-1,0,5,16,0
CCNC(=S)N(CCCN(C)C)Cc1cc2cc3c(cc2[nH]c1=O)OCCO3,0.3,-1,-54,-68,-68,2,7,1,11,1
COc1ccc(OC)c(S(=O)(=O)NCC2CCN(C(=O)C(=O)c3cccs3)CC2)c1,0.0,2,0,2,-5,3,-3,-1,0,3
O=C(NCCc1c[nH]c2ccccc12)OCc1cn(-c2c(F)cccc2F)nn1,0.3,-1,-2,1,-2,-1,-6,.,.,-6
O=C(O)c1ccccc1C(=O)Nc1nc(-c2ccccc2)cs1,0.2,5,4,-5,1,3,-2,4,5,-3
Cn1c(SCC(=O)NCC2CCCO2)ncc(C(=O)Nc2ccc(F)cc2)c1=O (stereo unspecified),-0.2,3,4,-4,-2,2,0,-2,-5,0
CC(CP(=O)(O)O)NC(=O)Cc1ccccc1 (stereo unspecified),0.0,-7,5,2,0,1,-3,1,-4,6
O=C(O)c1cc(-c2ccc(/C=N/N3C(=O)C4C5C=CC(CC5)C4C3=O)o2)ccc1Cl (stereo unspecified),0.3,2,0,-5,-15,1,2,-3,1,5
COc1cc(/C=C(\C#N)c2nc3ccc(C)cc3[nH]2)cc([N+](=O)[O-])c1O,-0.3,-2,-122,-159,-6,-8,9,-2,9,-6
# (next part)
SMILES,proKLK7 act,DDE Tn7 FP inh,PLCg1 inh,PLCb3 inh,ADAM17 inh,UHRF1 binding,DDE Tn6 FP inh,ARFGAP1 inh,ASAP1 inh,MBD2 inh
CC(O)CNc1nc2ccccc2n1CC(=O)NCC(F)(F)F (stereo unspecified),0.3,1,1,-3,-5,2,4,2,2,3
Cc1nc(SCC(=O)c2cccs2)c2oc3ccccc3c2n1,-0.8,7,5,-2,3,-1,0,4,-1,0
C=CCOC(=O)N1CCC2CC1c1cc(-c3cccc(C)c3)ccc12 (stereo unspecified),-0.2,-4,1,4,2,-1,1,-8,3,-7
C[C@@H]1CN([C@@H](C)CO)C(=O)CCCn2cc(nn2)CO[C@H]1CN(C)C(=O)Nc1ccc2c(c1)OCO2,0.0,-5,-14,-17,-3,0,-8,-5,-19,3
CC1(C)CC1C(=O)Nc1ccc([N+](=O)[O-])cc1Br (stereo unspecified),0.7,7,4,4,3,-3,-1,-1,-13,-4
COc1cc2c(cc1OC)CN(C(=O)CN1CCN(S(=O)(=O)c3ccc(C)c(C)c3)CC1)CC2,4.2,2,-17,-33,-7,-3,-1,-3,-10,-2
CCNC(=S)NNC(=O)c1cc(-c2cccnc2)nc2ccccc12,3.0,6,-6,-24,-13,-4,2,5,-3,4
CC(=O)N1C(=O)C2(NCC(C)N2)c2ccccc21 (stereo unspecified),0.3,4,0,0,-2,-1,1,-5,5,-6
CC(=O)Nc1ccc(-c2cn3c(n2)SCC3)cc1,-0.6,-3,0,-4,-2,-3,1,11,6,-5
COc1ccc(N2CCN(C3CCCN(Cc4ccccc4OCCO)C3)CC2)cc1 (stereo unspecified),0.2,5,-2,-7,-2,1,3,-17,2,-4

# Compounds above with a thiophene ring, fused or not:
SMILES,proKLK7 act,DDE Tn7 FP inh,PLCg1 inh,PLCb3 inh,ADAM17 inh,UHRF1 binding,DDE Tn6 FP inh,ARFGAP1 inh,ASAP1 inh,MBD2 inh
CCc1c(C)nc2ncnn2c1N1CCC(C(=O)NCc2cccs2)CC1,-1.4,0,-1,-9,-7,-1,2,15,1,-3
COc1ccc(OC)c(S(=O)(=O)NCC2CCN(C(=O)C(=O)c3cccs3)CC2)c1,0.0,2,0,2,-5,3,-3,-1,0,3
Cc1nc(SCC(=O)c2cccs2)c2oc3ccccc3c2n1,-0.8,7,5,-2,3,-1,0,4,-1,0
